Texas Red fluor: compound fluoresces in the Texas Red spectral region; Compound fluorescence, Texas Red channel, 547/618 nm; hits give high values; max dye-equivalent concentration, M; hit rate 0.06% among 59,000; in the data active = max dye-equivalent concentration above about 10 nM; inconclusive = between about 1.1 nM and that limit
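Compound fluorescence was read after 15 min at room temperature in 100 mM Tris, pH 8.0, using 547 nm excitation and 618 nm emission across a concentration series. It was expressed as Texas Red dye-equivalent concentration from an on-plate standard curve.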
A350 autofl: compounds fluorescent in Alexa 350 spectral region. hit rate 11% among 59,000. Compound autofluorescence, 340/450 nm, Alexa 350 dye-equivalents; hits give high values. max dye-equivalent concentration, M; in the data active = max dye-equivalent concentration above about 10 nM; inconclusive = mostly about 1.1 nM to 9.6 nM
USP2a inhib: blocks human ubiquitin-specific protease USP2a; AID 927; USP2a enzymatic assay, qHTS inhibition; Potency, µM (series often up to 38.3 µM), without a hit: at the top dose activity change, negative = inhibition, usual class: inhibitors; hit rate 0.1% among 60,000;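 note: potency is the fitted concentration of half-maximal effect; nearly all actives have a fitted effect of over 60% in size; plate controls were DMSO for no effect and NEM full inhibition control for full effect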
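Inhibition is measured in a cell-free coupled assay with 20 nM USP2 core, 20 nM Ub-PLA2 and 20 uM NBD C6-HPC, 2.5 h incubation. Activity normalized to NEM control.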
Fluorescein fluor: compound autofluorescence in fluorescein spectral region; Compound autofluorescence, 480/540 nm, fluorescein-equivalent; hits give high values; max fluorescein-equivalent concentration, M; AID 593; hit rate 0.91% among 59,000; in the data active = max fluorescein-equivalent concentration above about 10 nM; inconclusive = between about 1.1 nM and that limit
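First, buffer (100 mM Tris, pH 8.0) dispensed; second, compounds and fluorescein standards pinned in; third, 15 min room-temperature incubation; finally, imaging at ex 480 nm/em 540 nm. Fluorescence normalized against the six-point fluorescein curve.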
BRCT PPI green: blocks human BRCA1 BRCT binding to phosphopeptide, green readout; P38398; hit rate 0.05% among 75,000; BRCA1 BRCT-phosphopeptide binding, green fluorescence polarization; Potency, µM (titrated, usually from 76.9 µM), without a hit: at the top dose activity change, negative = inhibition, most hits filed as inhibitors;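 note: potency is the fitted concentration of half-maximal effect; plate controls were peptide without protein for full effect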
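Compounds were incubated for 12 min at room temperature with a complex of 100 nM fluorescein-tagged pBACH1 decapeptide and 250 nM His-tagged BRCT protein. Buffer was phosphate pH 7.3 with EDTA, DTT and Tween 20. Disruption of binding lowers the polarization signal.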
Caspase-1 inhib: caspase-1 (human) inhibition, allosteric or competitive. hit rate 0.03% among 75,000. Potency, µM (doses to about 57.5 µM), without a hit: top-dose activity change, negative = inhibition, actives largely listed as inhibitors. Caspase-1 enzyme, Ac-WEHD-AFC fluorogenic rate. P29466. AID 900;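 note: potency is the fitted concentration of half-maximal effect; plate controls were vehicle for no effect and no substrate for full effect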
BRCT inh red: disrupts BRCA1 BRCT binding to phosphoprotein, red fluorophore readout. P38398. BRCT-phosphopeptide binding, red fluorescence polarization. Potency, µM (doses to about 76.9 µM), for the others: at the highest dose activity change, negative = inhibition, most hits filed as inhibitors. hit rate 0.03% among 75,000. AID 892; note: % is set by controls: 0 for no effect and ±100 for the full control effect
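Fluorescence polarization: 100 nM His-tagged BRCA1 BRCT with 100 nM TAMRA-labelled phospho-BACH1 decapeptide, phosphate buffer pH 7.3 with 150 mM NaCl, DTT, 0.01% Tween 20; 12 min RT. Binding inhibition seen as FP decrease.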
Rhodamine fluor: compound fluoresces in the rhodamine spectral region; Rhodamine-region fluorescence, 547/598 nm, Tris buffer; hits give high values; max dye-equivalent concentration, M; hit rate 0.05% among 59,000; AID 594; in the data active = max dye-equivalent concentration above about 11 nM; inconclusive = between about 1.1 nM and that limit
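A six-point rhodamine series on each plate calibrates the signal. Compounds sit in 100 mM Tris (pH 8.0) for 15 min at ambient temperature before imaging through 547 nm/598 nm filters.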
4MU fluor: 4-MU region autofluorescence. max dye-equivalent concentration, M. hit rate 11% among 59,000. compound autofluorescence, 340/450 nm, 4-MU equivalents; hits give high values; in the data active = max dye-equivalent concentration above about 10 nM; inconclusive = mostly about 1.1 nM to 9.6 nM
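Intrinsic fluorescence at 340/450 nm (ex/em) was read after 15 min at room temperature in pH 8.0, 100 mM Tris. Each compound concentration expressed as 4-MU-equivalent concentration from a six-point 4-MU standard series on each plate.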
HEK293 cAMP cs: raises cAMP in parental HEK293 cells, TSHR agonist counter-screen; Potency, µM (titrated, usually from 57.1 µM), for the others: top-dose activation, most hits filed as activators; parental HEK293 CNG cAMP sensor, membrane potential fluorescence; hit rate 2.5% among 73,000; AID 938; note: potency is the fitted concentration of half-maximal effect; % of control where 0% means no effect; nearly all actives have a fitted effect of over 55% in size
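Counterscreen for endogenous-receptor signalling: CNG-channel HEK 293 cells report cAMP rise by membrane depolarization. After 60 min dye equilibration with 100 uM RO 20-1724, compounds incubated 30 min before bottom-read fluorescence at 590 nm.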
Casp7 inh: caspase-7 (human) inhibition, allosteric or competitive | recombinant caspase-7, Ac-DEVD-AFC fluorescence rate | hit rate 0.02% among 75,000 | Potency, µM (titrated, usually from 57.5 µM), for inactives: at the top dose activity change, negative = inhibition, actives largely listed as inhibitors; active = well fitted inhibition curve with a large enough effect in the main read-out, with a control signal flat, not every such curve was filed as active; inconclusive = small, poorly fitted or top-dose-only effect, or a change in a side signal; note: potency is the fitted concentration of half-maximal effect; % of control where 0% means no effect
An asterisk follows results filed as active; i = inactive; ? = inconclusive; · = no result given; [ ] = remark or other dose. Unless noted, calls come from the whole dose curve; as a rule, active = well fitted curve in the direction sought with a large enough effect; inconclusive = small, poorly fitted or top-dose-only effect, or another doubt; inactive = no such curve, though single readings can be large; an effect the other way counts as inactive or inconclusive. The list is partial; rates above refer to the full screens.

Sequence of screens: Texas Red fluor	A350 autofl	USP2a inhib	Fluorescein fluor	BRCT PPI green	Caspase-1 inhib	BRCT inh red	Rhodamine fluor	4MU fluor	HEK293 cAMP cs	Casp7 inh
> COc1cc(NC(=O)CN2CC(c3ccccc3)CC2=O)cc(OC)c1 (stereo unspecified)
 : ·	·	·	·	0.7%	0%	-0.7%	·	·	1%	-1%
> CCCN1C[C@H](CSC)C[C@H]2c3cccc4[nH]cc(c34)C[C@@H]21
 : i	?	9%[17.1 µM]	?	-0.6%[34.4 µM]	-2%[25.7 µM]	-0.8%[34.4 µM]	i	?	5%	-2%[25.7 µM]
> NS(=O)(=O)c1ccc(NCc2cnc3ccccc3c2)cc1
 : i	i	·	?	-0.2%[15.4 µM]	-4%[11.5 µM]	-0.5%[15.4 µM]	i	i	-3%[11.4 µM]	2%[11.5 µM]
> CCN1CCN(Cc2ccc(NC(=O)CC3Oc4ccc(C)cc4NC3=O)cc2)CC1 (stereo unspecified)
 : ·	·	·	·	1.0%	-2%	1.0%	·	·	-2%	-4%
> CCn1c(=O)cc(SCC(=O)N2CCN(Cc3ccc4c(c3)OCO4)CC2)c2ccccc21
 : i	?	43%[activator]	?	0.8%	-3%	-0.5%	i	?	?	-7%
> CNc1ncnc2ccc(-c3cccc(NS(C)(=O)=O)c3)cc12
 : i	i	2%	i	-0.7%	-2%	-0.3%	i	i	-11%	2%
> CC(C)OCCCNC(=O)Cn1ncc2c(=O)oc3ccccc3c21
 : i	i	3%	i	-1.8%	-2%	-1.1%	i	i	10%	3%
> CCN(CC)CCCn1c(C)cc2c(c1=O)C(c1cccc(Cl)c1)C(C#N)=C(N)O2 (stereo unspecified)
 : i	i	·	?	·	·	·	i	i	·	·
> COc1ccc(C)cc1NC(=O)CN1CCN(c2ccc(F)cc2)CC1
 : i	i	-2%	?	-3.4%	-3%	0.5%	i	i	20%	-3%
> O=C(c1ccco1)N1CCN(c2ncnc3c2cnn3-c2ccccc2)CC1
 : ?	i	9%	i	-0.3%	0%	-0.6%	i	i	3%	-1%
> CCCC[C@@H]1C[C@H]1C(NS(=O)(=O)c1cccc2cccnc12)c1ccc(-c2ccccc2)cc1 (stereo partly specified)
 : ·	·	·	·	0.5%	1%	0.2%	·	·	4%	-2%
> CCOC(=O)c1cc(C(C)=O)c(=O)n(C)c1N
 : i	1.6e-08M*	-2%	?	-0.9%	0%	-0.4%	i	1.6e-08M*	4%	-2%
> CC1CCN(c2nc3c(c(=O)n(C)c(=O)n3C)n2CCSc2nc3ccccc3s2)CC1
 : i	i	9%	i	-4.5%	-1%	-2.7%	i	i	?	0%
> CC(=O)c1cc2c(cc1NC(=O)C1CC=CCC1C(=O)O)OCO2 (stereo unspecified)
 : i	3.7e-08M*	11%	i	-2.1%	0%	0.5%	i	4.3e-08M*	?	-4%
> Cc1cc(C(=O)N2CCN(c3ncccn3)CC2)sc1-c1ccccc1
 : i	i	3%	i	-0.5%	0%	-0.4%	i	i	?	-2%

Three entries drawn at random from those above, as already listed:
Sequence of screens: Texas Red fluor	A350 autofl	USP2a inhib	Fluorescein fluor	BRCT PPI green	Caspase-1 inhib	BRCT inh red	Rhodamine fluor	4MU fluor	HEK293 cAMP cs	Casp7 inh
> CC(C)OCCCNC(=O)Cn1ncc2c(=O)oc3ccccc3c21
 : i	i	3%	i	-1.8%	-2%	-1.1%	i	i	10%	3%
> CCCC[C@@H]1C[C@H]1C(NS(=O)(=O)c1cccc2cccnc12)c1ccc(-c2ccccc2)cc1 (stereo partly specified)
 : ·	·	·	·	0.5%	1%	0.2%	·	·	4%	-2%
> CCOC(=O)c1cc(C(C)=O)c(=O)n(C)c1N
 : i	1.6e-08M*	-2%	?	-0.9%	0%	-0.4%	i	1.6e-08M*	4%	-2%

Next section.
Sequence of screens: Texas Red fluor	A350 autofl	USP2a inhib	Fluorescein fluor	BRCT PPI green	Caspase-1 inhib	BRCT inh red	Rhodamine fluor	4MU fluor	HEK293 cAMP cs	Casp7 inh
> CNc1cc(-c2c(C)noc2C)ncn1
 : i	i	19%	i	-2.5%	-1%	-0.3%	i	i	4µM*	-4%
> COC(=O)c1sc(N)c(C(=O)OC)c1COC(=O)c1c(C)noc1C
 : ?	i	22%	i	1.1%	-1%	0.4%	i	i	?	-1%
> Cc1ccc(-n2c3c(cc(C(=O)NC4CCSC4=O)c2=O)C(=O)CC(C)(C)C3)cc1 (stereo unspecified)
 : ·	·	19%[7.66 µM]	·	1.1%	-1%	-2.7%	·	·	6%[11.4 µM]	-2%
> CCOC(=O)C1=C(c2ccccc2)NC(SCC(=O)NC2CCCCC2)=C(C#N)C1c1ccco1 (stereo unspecified)
 : ?	2e-08M*	33%[activator]	i	-0.1%	-4%	0.7%	i	2e-08M*	-2%	-3%
> CC(C)(C)OC(=O)N1CCC(C(=O)O)CC1
 : i	?	3%	i	-0.6%	1%	0.4%	i	?	1%	1%
> O=C(c1csnn1)N1CCC2(CCCN(c3ccccn3)C2)CC1
 : i	i	11%	i	-0.9%	-3%	-1.0%	i	i	?	0%
> COC(=O)c1cc(NC(=O)Cc2coc3cc(OC)ccc23)cc(C(=O)OC)c1
 : ?	i	21%	?	-1.8%	-3%	0.7%	i	i	7%	-4%
> N[C@H]1CCN(O)C1=O
 : ·	·	·	·	-2.3%	-4%	1.0%	·	·	2%	0%
> COc1ccc(S(=O)(=O)NC2CCCCC2)cc1C
 : i	i	0%	i	-0.9%	0%	1.1%	i	i	2%	1%
> Cc1cc2ncn(CCOc3ccccc3C#N)c2cc1C
 : i	i	44%[activator]	i	1.0%	-1%	0.4%	i	i	9%	1%
> O=C(c1ccco1)N1CCC2(CCN(Cc3cc(C(F)(F)F)cc(C(F)(F)F)c3)CC2)CC1
 : i	i	125%[activator]	i	-0.4%	0%	-0.9%	i	i	?	0%
> O=C(O)[C@H](CCc1ccccn1)c1ccccc1
 : i	i	·	i	0.3%[15.4 µM]	-4%[11.5 µM]	-1.7%[15.4 µM]	i	i	9%[11.4 µM]	2%[11.5 µM]
> COc1ccc(OC)c(C2=NOC(C(=O)Nc3cccc(C(C)=O)c3)C2)c1 (stereo unspecified)
 : i	i	9%	i	0.6%	2%	1.2%	i	i	0%[2.29 µM]	-1%
> C=C(c1cccc2ccccc12)P(=O)(O)O
 : i	?	-4%	i	-4.8%	1%	0.4%	i	i	11%	-2%
> COc1ccc(-c2csc(Cc3nnc4n3CCCCC4)n2)cc1OC
 : i	i	2%	?	-1.6%	-1%	1.5%	i	i	13%	-3%
> CSc1ccccc1-n1nnnc1SCc1ccccc1
 : i	i	-10%	i	-1.8%	-2%	-0.9%	i	i	?	-4%
> Cc1ccc(NC(=O)CSC2=C(C#N)C(c3ccc4c(c3)OCO4)CC(=O)N2)cc1C (stereo unspecified)
 : i	i	·	i	·	·	·	i	i	·	·
> COC(=O)[C@@]1(C)C=C[C@@H](Cc2ccccc2)N1C
 : ·	·	·	·	2.7%	-11%	-0.2%	·	·	20µM*	-7%
> CC(C(=O)N(C)C)N(C#N)c1nc(N(C)C)nc(N(C)C)n1 (stereo unspecified)
 : i	?	·	?	·	·	·	i	?	·	·
> CCOC(=O)C1(C(F)(F)F)N=C(c2cccnc2)OC(N2CCOCC2)=N1 (stereo unspecified)
 : i	i	-4%	?	-1.3%	2%	1.8%	i	i	-4%	-6%
> Cc1cccc(CNc2ncncc2-c2cccc(C#N)c2)c1
 : i	i	-11%	i	0.0%	0%	0.8%	i	i	11%	-1%
> COc1ccc(F)cc1S(=O)(=O)Nc1ccc(C)cc1
 : i	?	5%	i	1.6%	1%	-2.9%	i	i	-7%	-1%
> CCOc1ccc(C(=O)NCCN(C)C)cc1
 : i	i	-1%	i	0.2%	0%	0.1%	i	i	6%	-2%
> COCc1cc(C)nc(Nc2ccc(C)cc2C)c1C#N
 : ·	·	-1%	·	-0.9%	-9%	1.1%	·	·	-10%	-10%
> O=C(Oc1cc(OC(=O)c2ccccc2)c2c(c1)OC(c1ccc(OC(=O)c3ccccc3)c(OC(=O)c3ccccc3)c1)[C@@H](OC(=O)c1ccccc1)C2)c1ccccc1 (stereo partly specified)
 : ·	·	6%	·	0.7%	0%	1.6%	·	·	·	1%
> Cc1cccc(C(=O)c2ccccc2C(=O)O)c1O
 : i	i	-6%	i	-1.1%	3%	-0.2%	i	i	3%	-2%
> COc1ccc(N2CCN(C(=O)c3sc4nc(-c5ccc(F)cc5)cn4c3C)CC2)cc1
 : ·	·	·	·	-0.4%	1%	-0.6%	·	·	0%	-1%
> COC(=O)CN(Cc1ccccc1)S(=O)(=O)c1ccc(OC)c(OC)c1
 : ·	·	·	·	-1.4%	-2%	1.1%	·	·	-1%	0%
> C=CCNc1nc2ccccc2nc1NS(=O)(=O)c1cccs1
 : i	5.2e-08M*	4%	?	-3.2%	-5%	-0.1%	i	4e-08M*	9%	-4%
> O=C(C1CCCCC1)N1CCN(c2ncccn2)CC1
 : ·	·	-3%	·	-1.4%	-8%	1.0%	·	·	0%	-7%
> O=S(=O)(c1cccc(S(=O)(=O)N2CCC(Cc3ccccc3)CC2)c1)N1CCOCC1
 : i	i	·	i	-0.1%	-2%	0.9%	i	i	1%	0%
> O=C(O)CCC(=O)CCC(=O)c1ccc(Cl)cc1
 : ·	·	1%[7.66 µM]	·	0.6%	-4%	-0.6%	·	·	19%[11.4 µM]	3%
> O=C(C1CC1)N1CCc2cc(S(=O)(=O)N3CCCc4ccccc43)ccc21
 : i	i	24%	i	-1.0%	-4%	0.1%	i	i	20%	1%
